TRHR agonist: activates the human TRH receptor. TRHR cells, calcium flux fluo-8, FDSS agonist mode. P34981. activation, % at 2 µM. 360,000 compounds, 0.18% hits. AID 493084; in the data active = activation above about 30%; also: 0% is about no effect
Target sequence (P34981 whole entry, looked up): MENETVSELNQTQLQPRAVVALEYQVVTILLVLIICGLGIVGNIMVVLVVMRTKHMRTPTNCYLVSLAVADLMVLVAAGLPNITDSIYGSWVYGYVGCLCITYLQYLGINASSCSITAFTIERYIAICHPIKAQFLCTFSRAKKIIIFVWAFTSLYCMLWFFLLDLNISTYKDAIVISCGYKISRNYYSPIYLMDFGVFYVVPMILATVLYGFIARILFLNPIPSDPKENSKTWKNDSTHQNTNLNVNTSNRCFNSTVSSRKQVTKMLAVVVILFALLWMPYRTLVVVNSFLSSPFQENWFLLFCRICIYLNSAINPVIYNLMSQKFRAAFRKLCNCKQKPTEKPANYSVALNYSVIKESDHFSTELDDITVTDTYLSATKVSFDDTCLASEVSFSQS
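Steps: seed TRHR cells overnight; add fluo-8 no-wash Ca dye, RT 30 min–1.5 h; record 10 s baseline; pin-transfer compounds; monitor fluorescence 1 cycle/s for the agonist window. Calcium increases flag candidate agonists.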
APEX1 inh: inhibitors of human APE1 endonuclease; P27695; recombinant APE1, TAMRA/BHQ-2 abasic DNA cleavage fluorescence; Potency, µM (top dose mostly 65.8 µM), for the others: top-dose activity change, negative = inhibition, most hits filed as inhibitors; 350,000 compounds, 0.35% hits;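 also: potency is read from the fitted curve at half-maximal effect; plate controls were vehicle for no effect and reference inhibitor for full effect; nearly all actives have a fitted effect of over 55% in size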
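0.75 nM APE1 + cpd, 15 min RT; start w/ 50 nM TAMRA/BHQ-2 THF-abasic dsDNA; kinetic fluor 525/598 nm ×3 reads @60 s; Δ(read3−read1); normalized to DMSO and NSC13755 control wells.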
Pol iota inh: blocks human DNA polymerase iota activity; Q9UNA4; Pol iota fluorescent replication assay, 10 min; Potency, µM (highest dose often 115 µM), for the others: at the top dose activity, negative = inhibition, usual class: inhibitors; 390,000 compounds, 1% hits; also: potency is read from the fitted curve at half-maximal effect
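Pol iota at 10 nM preincubated 15 min with compounds at room temperature; reaction started with fluorescent substrate, 50 nM final. Fluorescence read kinetically at 0 and 10 min; buffer-only wells as negative control.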
Pol kappa inh: inhibitors of human DNA polymerase kappa. Q9UBT6. AID 588579. 400,000 compounds, 0.53% hits. purified Pol kappa, fluorescent DNA synthesis assay, 10 min. Potency, µM (doses to about 107 µM), inactives show top-dose activity, negative = inhibition, actives largely listed as inhibitors; also: potency is read from the fitted curve at half-maximal effect; % is scaled to controls: 0 for no effect and ±100 for the full control effect
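10 nM Pol kappa was preincubated with compounds for 15 min at room temperature. Reaction started with 50 nM (final) substrate. Fluorescence read kinetically at 0 and 10 min.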
ERG-DNA inh: inhibitors of human ERG Ets domain-DNA interaction; P11308; fluorescence polarization, His-ERG Ets domain / labelled DNA; Potency, µM (top dose mostly 76.9 µM), without a hit: at the top dose FP activity, negative = inhibition, actives largely listed as inhibitors; 370,000 compounds, 0.028% hits; active = well fitted inhibition curve with a large enough effect in the polarisation, with a control signal flat; inconclusive = small, poorly fitted or top-dose-only effect, or effect the other way, or a change in a side signal; inactive = no such curve, though single readings can be large or run the other way; the % refers to the polarisation;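 also: polarization taken with two DNA probes labelled with fluorescein and Texas red; potency is read from the fitted curve at half-maximal effect; % of control where 0% means no effect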
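His-tagged ERG Ets domain (1 uM in the protein solution; 300mM KCl, 50mM Tris-HCl, 1mM EDTA, 1mM DTT, pH 7.5) received compound, then a probe mix of 5 nM fluorescein-DNA and 100nM Texas-615-DNA. Fluorescence polarization was read for both dyes.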
POLB inh: inhibitors of human DNA polymerase beta; P06746; Pol beta primer extension/strand displacement, fluorescence kinetic; 340,000 compounds, 1.3% hits; AID 485314; Potency, µM (highest dose often 114 µM), for inactives: at the top dose activity change, negative = inhibition, hits mostly inhibitors; also: potency is read from the fitted curve at half-maximal effect; % is scaled to controls: 0 for no effect and ±100 for the full control effect
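Values derive from four-parameter Hill fits of normalized kinetic data: reads at 0 and 10 min following addition of 50 nM substrate to 10 nM Pol beta preincubated 15 min with compound.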
BLM helicase inh: inhibitors of human Bloom syndrome helicase BLM; AID 2528; 350,000 compounds, 0.2% hits; Potency, µM (series often up to 56.1 µM), inactives show top-dose activity change, negative = inhibition, usual class: inhibitors; recombinant BLM DNA unwinding, fluorescence dequenching;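 also: potency is read from the fitted curve at half-maximal effect; plate controls were vehicle for no effect and no enzyme for full effect; nearly all actives have a fitted effect of over 35% in size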
Anesthetic bind: binds horse apoferritin like a general anesthetic | P02791 | apoferritin/1-aminoanthracene competitive binding, fluorescence | Potency, µM (top dose mostly 77.5 µM), inactives show at the highest dose activity change, negative = displacement, most hits filed as inhibitors | 350,000 compounds, 0.074% hits | AID 485281; also: potency is read from the fitted curve at half-maximal effect; % is scaled to controls: 0 for no effect and ±100 for the full control effect; nearly all actives have a fitted effect of over 20% in size
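Horse-spleen apoferritin (10 uM) was mixed with 50% saturated 1-aminoanthracene in PBS, exposed to compounds for 10 min at room temperature, and read for fluorescence (ex 380 nm, em 535 nm). Competitive displacement was fitted with a four-parameter Hill equation.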
12-LOX inh: ALOX12 (human) lipoxygenase inhibition | 580,000 compounds, 1.1% hits | Potency, µM (top dose mostly 108 µM), for the others: at the top dose activity change, negative = inhibition, most hits filed as inhibitors | purified 12hLO, xylenol orange hydroperoxide absorbance | P18054; also: potency is read from the fitted curve at half-maximal effect; % is scaled to controls: 0 for no effect and ±100 for the full control effect
Target sequence (P18054 whole entry, looked up): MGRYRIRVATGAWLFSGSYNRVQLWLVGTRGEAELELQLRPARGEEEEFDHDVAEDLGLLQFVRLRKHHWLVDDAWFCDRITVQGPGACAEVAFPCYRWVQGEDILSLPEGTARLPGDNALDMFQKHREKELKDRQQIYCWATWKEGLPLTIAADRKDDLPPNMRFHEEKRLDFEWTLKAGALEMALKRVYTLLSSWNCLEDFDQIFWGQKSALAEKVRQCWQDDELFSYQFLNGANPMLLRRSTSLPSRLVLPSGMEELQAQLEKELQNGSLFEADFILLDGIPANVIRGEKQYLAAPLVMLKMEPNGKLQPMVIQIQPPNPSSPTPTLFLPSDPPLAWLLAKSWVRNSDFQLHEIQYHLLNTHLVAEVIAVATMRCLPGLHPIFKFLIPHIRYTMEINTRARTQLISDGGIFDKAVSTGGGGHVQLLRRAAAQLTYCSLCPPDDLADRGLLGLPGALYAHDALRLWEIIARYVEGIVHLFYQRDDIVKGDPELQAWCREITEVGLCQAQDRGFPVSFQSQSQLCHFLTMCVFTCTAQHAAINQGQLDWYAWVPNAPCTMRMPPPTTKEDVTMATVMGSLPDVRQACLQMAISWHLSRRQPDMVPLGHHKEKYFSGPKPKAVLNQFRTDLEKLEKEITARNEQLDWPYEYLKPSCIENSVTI
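Purified human 12hLO (150 nM final) in 25 mM Hepes, 0.01% Triton X-100, pH 7.0 was preincubated 15 min at room temperature with compound. Then 40 uM arachidonic acid was added, 30 min. Hydroperoxide was read by Fe-XO absorbance ratio 573/405 nm.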
An asterisk follows results filed as active; ? = inconclusive; / = not tested or not shown; & = joins results of further samples; [ ] = dose if it differs, or a comment. Unless noted, calls follow the shape of the dose curve; as a rule, active = well fitted curve in the direction sought with a large enough effect; inconclusive = small, poorly fitted or top-dose-only effect, or another doubt; inactive = no such curve, though single readings can be large; an effect the other way counts as inactive or inconclusive. Only part of the results is shown; rates above refer to the full screens.

SMILES	TRHR agonist	APEX1 inh	Pol iota inh	Pol kappa inh	ERG-DNA inh	POLB inh	BLM helicase inh	Anesthetic bind	12-LOX inh
COC(=O)N1CC=CC1(C)C(=O)NCc1cc(F)cc(C(F)(F)F)c1 (centres undefined)	-0.3	-7%&0%	30%	2%	8%	-7%	2%&0%	-4%&4%	2%
CCc1ccc(OCC(=O)NC(=S)Nc2ccc(C(C)=O)cc2)c(Br)c1	0.3	0%	6%	-3%[60.1 µM]	/	7%	-1%	-8%	-13%[57.4 µM]
O=C(CNC(=O)c1ccco1)Nc1cccc(Cl)c1	0.7	57%[activator]	15%	2%	-1%	21%	0%	0%	-5%
O=C(CCC1CCCCC1)Nc1nncs1	0.0	-1%	115%[activator]	-5%	3%	5%	-2%	?	-3%
O=C(c1cccc(Cl)c1)N(Cc1cccs1)C1CCS(=O)(=O)C1 (centres undefined)	0.1	17%	-1%	9%	3%	3%	-4%	-13%	?
Cc1cc2nc(SC(C)C(=O)O)[nH]c2cc1C (centres undefined)	-0.1	-10%	13%	-1%	3%	-10%	2%	-9%	?
CC(=O)Nc1ccc(NC(=O)c2ccccc2Sc2ccc([N+](=O)[O-])cc2Cl)cc1	2.5	-4%	?	2%	-3%	1%	1%	-16%	-1%
O=C(CN1C(=O)C2CC=CCC2C1=O)NC1CCCc2ccccc21 (centres undefined)	-0.2	13%	-4%	-10%	1%	36%	-1%	-13%	4%
CN1c2ccsc2/C(=N/Nc2ccc(F)cc2)CS1(=O)=O	1.0	1%	85%[activator]	-12%	15%	-14%	-6%	-18%	?
O=C1/C(=C/c2ccccc2)CN(C(=O)CCN2CCOCC2)C/C1=C\c1ccccc1	/	/	?	-10%	1%	/	/	/	?
OCCC1CN(Cc2ccc(F)cc2)CCN1CCc1ccccc1 (centres undefined)	-0.6	29%	-22%	19%	-11%	-8%	1%	-10%	27%
Cc1ccc(C)c(NC(=O)CSc2nnc(CNC(=O)c3ccco3)n2C)c1	0.6	64%[activator][12.4 µM]	34%[activator]	-2%	-4%	-2%	0%	-6%	0%
NC(=S)NN=CCn1cc([N+](=O)[O-])c(=O)[nH]c1=O	/	/	23%	0%	-4%	/	/	/	-22%
C#CCOCCOCCOCCNc1nc(N2CCN(C(=O)Cn3cc(CCO)nn3)CC2)nc(N2CCN(C(=O)[C@H](C(C)C)n3cc(CCO)nn3)CC2)n1	0.1	3%	?	-7%	-2%	11%	-11%	8%	?
NS(=O)(=O)c1ccc(NC(=O)CN2C(=O)CCC2=O)cc1	-0.2	-5%	24%	2%	-1%	-1%	-3%	2%	-6%
N#CCC(=O)N1CCn2c1nc1ccccc12	0.6	4%	13%	-5%	5%	6%	2%	4%	-7%
CCCn1c(SC(C)C(=O)NCC2CCCO2)nc2sc(CC)cc2c1=O (centres undefined)	-1.4	0%	20%	-15%	-2%	91%	3%	-4%	/
CCc1ccc(NC(=S)Nn2cnnc2)cc1	-0.2	1%	106%[activator]	0%	1%	-1%	-5%	-13%	?
O=C1C2C3CCC(C3)C2C(=O)N1CNc1ccccc1 (centres undefined)	0.3	2%	14%	-1%	4%	32%	5%	-14%	-14%
CCOc1c(Br)cc(CNCc2cccs2)cc1OC	-0.1	-1%	107%[activator]	-4%	-7%	6%	-2%	-11%	-21%
COc1cc2[nH]c(=S)n(NC(=O)CC(C)C)c(=O)c2cc1OC	0.2	0%	18%	-6%	-3%	?	0%	1%	?
Cn1cc([N+](=O)[O-])c(C(=O)Nc2ccc(-c3nc4ccccc4o3)cc2)n1	0.6	-3%	?	-5%	10%	3%	-13%	-7%	30%[activator]
CC(C)(C)CN1C(=O)C(=O)NC[C@H]1Cc1cccc2ccccc12	-0.2	14%	23%	-1%	-6%	51%	-1%	-3%	3%
NC(=O)c1ccc(NC(=O)c2ccc3c(c2)OCO3)cc1	0.6	0%	8%	-12%	/	2%	-1%	-14%	9%[57.4 µM]
C=CCn1c(-c2cccc(S(=O)(=O)N3CCOCC3)c2)n[nH]c1=S	0.1	-2%	25%	0%	12%	/	/	/	?
COc1cccc(CNC(=O)COC(=O)C23CC4CC(CC(Cl)(C4)C2)C3)c1	/	-4%	24%	4%	12%	/	/	/	5%
CCN(CC)CCNC(=O)Cn1cnc2sc(C)c(S(=O)(=O)N3CCN(c4ccccc4OC)CC3)c2c1=O	1.0&0.3	42%	75%&16%[activator]	-4%&2%	3%&0%	28%&28%	2%&-9%	-2%&-11%	-17%&3%
CC[C@@H](C)[C@@H](CO[C@@H](Cc1ccccc1)C(=O)N[C@@H](CCS(C)(=O)=O)C(=O)OC(C)C)NC[C@@H](N)CS	/	-2%&6%	/	23%[60.1 µM]	/	/	1%	3%&-11%	?
CC(C)(C)OC(=O)N1CCC[C@@H]1C(=O)N1CCC(C(=O)O)CC1	1.0	13%	8%	-4%	1%	-2%	2%	-6%	?
O=C(NCCN1CCOCC1)c1noc2c1CCc1ccccc1-2	0.7	2%	-12%	-3%	-3%	13%	2%	3%	-2%
CC(C)c1ccccc1OCCNC(=S)NC(=O)c1cccnc1	-1.0	25%	46%[activator]	-9%	9%	?	-20%	?	40µM*
CCOc1cc(/C=C(\C#N)C(=O)NCC2CCCO2)ccc1O (centres undefined)	0.6&-0.6	10%	-1%&22%	0%&-9%	1%&1%	0%&-2%	0%&1%	-8%&5%	-21%&-8%
CC(=O)N1CCN(c2ccc(NC(=O)c3ccccc3Cl)cc2)CC1	-0.5	-3%	10%	-9%	-1%	52%	0%	-5%	?
COc1ccc(Nc2nc3ccccc3nc2NS(=O)(=O)c2cccs2)cc1	-0.2	-4%	3%	-6%	-2%	2%	-7%	-3%	-51%&0%
Cn1cc(CN2CCC(C(O)c3cccs3)CC2)c(-c2cccc(Cl)c2)n1 (centres undefined)	-1.4	23%	33%[activator]	-8%	5%	1%	4%	-7%	4%
CCc1ccc(OC(=O)Cc2ccc(OC)c(S(=O)(=O)N3CCOCC3)c2)cc1	0.0	-13%	-1%	-24%	1%	/	/	/	-18%
O=C(CNS(=O)(=O)c1ccc2ccccc2c1)Nc1ccc(F)c(F)c1F	0.2	10%	1%	-8%	-6%	/	/	/	0%
C#C[C@]1(O)CC[C@@H]2[C@H]3CCc4cc(OC)ccc4[C@@H]3CC[C@@]21C	/	1%[21 µM]	/	-5%[12 µM]	/	/	-1%[21.4 µM]	-11%[29.3 µM]	/
COc1ccc(C2Oc3ccccc3N2C(C)=O)cc1 (centres undefined)	-0.2	-5%	3%	-9%	3%	14%	-2%	-23%	7%
N=c1c(S(=O)(=O)c2ccc(Br)cc2)cc2c(=O)n3ccccc3nc2n1Cc1ccco1	4.0	30%	?	-4%	11%	19%	-9%	39%[activator]	-19%

Record cards, as listed above. Order of values: TRHR agonist | APEX1 inh | Pol iota inh | Pol kappa inh | ERG-DNA inh | POLB inh | BLM helicase inh | Anesthetic bind | 12-LOX inh
NC(=S)NN=CCn1cc([N+](=O)[O-])c(=O)[nH]c1=O as listed: / | / | 23% | 0% | -4% | / | / | / | -22%
Cc1ccc(C)c(NC(=O)CSc2nnc(CNC(=O)c3ccco3)n2C)c1 as listed: 0.6 | 64%[activator][12.4 µM] | 34%[activator] | -2% | -4% | -2% | 0% | -6% | 0%

Next section:
SMILES	TRHR agonist	APEX1 inh	Pol iota inh	Pol kappa inh	ERG-DNA inh	POLB inh	BLM helicase inh	Anesthetic bind	12-LOX inh
COc1cccc(CC(=O)N2CCC(n3nccc3NC(=O)C3CC3)CC2)c1	0.6	5%	6%	0%	-13%	99%	3%	-9%	8%
COc1ccc(OC)c(NC(=O)CC(NCCC2=CCCCC2)C(=O)O)c1 (centres undefined)	0.4	15%	/	/	/	3%	-2%	-7%	/
Nc1ncnc2c1ncn2[C@@H]1O[C@H](CNC(=O)[C@@H](N)COCc2ccccc2)[C@@H](O)[C@H]1O	/	44%[activator]	17%	15%	8%	/	/	/	/
Cc1c(C)c(C)c(S(=O)(=O)NCCc2ccncc2)c(C)c1C	-0.5	-13%	159%[activator]	-1%	-3%	49%	-3%	1%	7%
COc1ccc(/C=C(\NC(=O)c2ccc([N+](=O)[O-])cc2)C(=O)NCCCn2ccnc2)cc1	0.5	6%	118%[activator]	-7%	-4%	81%	-3%	-1%	2%
CCn1c(COc2ccc(C)cc2)nnc1SCC(=O)NCc1ccco1	-0.2	-3%	21%	1%	5%	-16%	0%	6%	0%
COc1ccccc1-n1c(N)c(C(N)=O)sc1=S	/	?	13%	-12%	-3%	3%	1%	-20%	-23%
CNC(=O)C1CCC(Cn2c(=O)c3sccc3n(CC(=O)Nc3cc(F)ccc3F)c2=O)CC1 (centres undefined)	0.2	/	-13%	1%	-2%	1%	0%	0%	-24%
Cc1nn(-c2ccccc2)c2sc(C(=O)NNC(=O)COc3ccccc3)cc12	-0.7	-1%	-4%	2%	-1%	10%	3%	-23%	7%
CCn1c(SCC(=O)NCC(=O)Nc2ccc(F)cc2)nnc1-c1ccncc1	0.5	19%	0%	0%	-11%	31%	-3%	-9%	-9%
Cc1ccc(S(=O)(=O)N(CC2CO2)c2ccccc2[N+](=O)[O-])cc1 (centres undefined)	-0.8	-2%	36%[activator]	0%	-7%	0%	-3%	-11%	-11%
CCc1nc(NCCC(C)C)c2nnn(Cc3ccccc3)c2n1	0.7	2%	14%	0%	2%	3%	-5%	-11%	16%
CN1C(C(=O)Nc2ccc(F)cc2F)=CC(c2ccco2)=NS1(=O)=O	0.0&0.8	15%	?	5%&-5%	-6%&1%	17%&-7%	0%&-4%	?	379%&-14%[activator]
O=C(NC1CCN(C(=O)NCc2ccccc2)CC1)c1ccc(F)cc1	-0.5	32%	12%	-9%	8%	38%	-2%	-2%	11%
CCOC(=O)Cn1nc(C)n(-c2cccc(Cl)c2)c1=O	0.3	9%	70%[activator]	2%	9%	64%	-3%	-3%	0%
